Screens: PubChem BioAssay, National Center for Advancing Translational Sciences (NCATS)
HEK293 cAMP cs – counter-screen for TSHR agonists: cAMP increase in parental HEK293. parental HEK293 CNG cAMP sensor, membrane potential fluorescence. hit rate 2.5% among 73,000. Potency, µM (highest dose often 57.1 µM), inactives show top-dose activation, usual class: activators; note: potency is the fitted concentration of half-maximal effect; % of control where 0% means no effect; nearly all actives have a fitted effect of over 55% in size
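Parental HEK 293 cells stably expressing a cAMP-gated CNG channel were loaded with membrane potential dye containing 100 uM RO 20-1724 for 60 min. Compound added for 30 min; depolarization read as fluorescence intensity at 590 nm.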
Casp1 inh – allosteric or competitive inhibitors of human caspase-1 | P29466 | Caspase-1 enzyme, Ac-WEHD-AFC fluorogenic rate | Potency, µM (series often up to 57.5 µM), inactives show at the highest dose activity change, negative = inhibition, most hits filed as inhibitors | hit rate 0.03% among 75,000;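 note: potency is the fitted concentration of half-maximal effect; plate controls were vehicle for no effect and no substrate for full effect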
Target sequence (P29466 120-297 limits assumed): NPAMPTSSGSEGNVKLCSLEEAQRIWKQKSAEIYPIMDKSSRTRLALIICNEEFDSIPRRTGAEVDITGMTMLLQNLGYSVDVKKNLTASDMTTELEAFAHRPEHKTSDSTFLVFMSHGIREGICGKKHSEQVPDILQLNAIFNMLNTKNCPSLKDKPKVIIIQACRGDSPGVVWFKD
Target sequence (P29466 317-404 limits assumed): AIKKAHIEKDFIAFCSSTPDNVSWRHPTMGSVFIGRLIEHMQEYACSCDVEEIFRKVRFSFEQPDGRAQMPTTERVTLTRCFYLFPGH
A350 fluor – A350 region autofluorescence. Compound autofluorescence, 340/450 nm, Alexa 350 dye-equivalents; active compounds read high. max dye-equivalent concentration, M. hit rate 11% among 59,000; in the data active = max dye-equivalent concentration above about 10 nM; inconclusive = mostly about 1.1 nM to 9.6 nM
CRE-bla Fsk – alters forskolin-stimulated CRE reporter signaling in CHO cells; CHO CRE-bla reporter (cAMP response element driving beta-lactamase), forskolin EC10, beta-lactamase ratio; Potency, µM (doses to about 38.2 µM), without a hit: top-dose activity change, negative = inhibition, usual class: activators; hit rate 2.5% among 71,000; AID 662; active = well fitted activation curve with a large enough effect in the signal ratio, with a control signal flat, not every such curve was filed as active; inconclusive = small, poorly fitted or top-dose-only effect, or effect the other way, or a change in a side signal; the % refers to the signal ratio; note: potency is the fitted concentration of half-maximal effect; % of control where 0% means no effect
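CHO CRE-bla cells, overnight plating in Opti-MEM with 0.5% dialyzed FBS; cpd titration + EC10 NKH 477, 3 h 37 °C; CCF4 2 h RT; ex 405/em 460 vs 530 ratio → %Activity, AC50.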
BRCT inh red – BRCT-phosphoprotein interaction inhibition (red fluorophore); BRCT-phosphopeptide binding, red fluorescence polarization; Potency, µM (doses to about 76.9 µM), for inactives: at the highest dose activity change, negative = inhibition, actives largely listed as inhibitors; hit rate 0.03% among 75,000; AID 892; note: % is set by controls: 0 for no effect and ±100 for the full control effect
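Rhodamine-labelled pBACH1 10-mer (100 nM) bound to BRCT domain (100 nM) at pH 7.3; compounds incubated 12 min room temperature, polarization read. Free peptide defines full inhibition; unlabelled decapeptide titrated as control.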
ERK AVP inh – blocks ERK signaling stimulated by vasopressin; HEK293-V1b, vasopressin-stimulated pERK AlphaScreen; AID 995; hit rate 0.99% among 72,000; Potency, µM (doses to about 57.5 µM), for the others: at the top dose activity, negative = inhibition, most hits filed as inhibitors; note: potency is the fitted concentration of half-maximal effect; % is set by controls: 0 for no effect and ±100 for the full control effect; nearly all actives have a fitted effect of over 55% in size
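HEK293 cells stably expressing V1b receptor, seeded overnight in 1% FBS, were treated with compounds for 30 min at 37C, then stimulated 5 min with 25 nM vasopressin; phospho-ERK read by AlphaScreen SureFire after lysis.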
Tau filament bind – binds recombinant human tau filaments. recombinant tau filaments, thioflavin S fluorescence, 15 h; filaments grown with octadecylsulfate alongside compound. Potency, µM (doses to about 57.1 µM), for inactives: top-dose activity change, negative = inhibition. hit rate 2% among 71,000;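 note: potency is the fitted concentration of half-maximal effect; % is set by controls: 0 for no effect and ±100 for the full control effect; actives lower thioflavin S fluorescence by blocking filaments or displacing dye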
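His-tagged recombinant human tau (exons 2, 3 and 10 included), 1 uM, was induced to fibrillize by 30 uM sodium octadecylsulfate with compound present. After 15 h at 37 C, thioflavine S fluorescence (ex 450, em 510 nm) was read.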
FLuc inh – blocks Photinus pyralis firefly luciferase activity; hit rate 2.2% among 72,000; P08659; AID 411; Potency, µM (series often up to 57.1 µM), for the others: at the highest dose activity change, negative = inhibition, hits mostly inhibitors; purified firefly luciferase, luminescence, 8 min; note: potency is the fitted concentration of half-maximal effect; % is set by controls: 0 for no effect and ±100 for the full control effect; nearly all actives have a fitted effect of over 40% in size
Target sequence (P08659 whole entry, looked up): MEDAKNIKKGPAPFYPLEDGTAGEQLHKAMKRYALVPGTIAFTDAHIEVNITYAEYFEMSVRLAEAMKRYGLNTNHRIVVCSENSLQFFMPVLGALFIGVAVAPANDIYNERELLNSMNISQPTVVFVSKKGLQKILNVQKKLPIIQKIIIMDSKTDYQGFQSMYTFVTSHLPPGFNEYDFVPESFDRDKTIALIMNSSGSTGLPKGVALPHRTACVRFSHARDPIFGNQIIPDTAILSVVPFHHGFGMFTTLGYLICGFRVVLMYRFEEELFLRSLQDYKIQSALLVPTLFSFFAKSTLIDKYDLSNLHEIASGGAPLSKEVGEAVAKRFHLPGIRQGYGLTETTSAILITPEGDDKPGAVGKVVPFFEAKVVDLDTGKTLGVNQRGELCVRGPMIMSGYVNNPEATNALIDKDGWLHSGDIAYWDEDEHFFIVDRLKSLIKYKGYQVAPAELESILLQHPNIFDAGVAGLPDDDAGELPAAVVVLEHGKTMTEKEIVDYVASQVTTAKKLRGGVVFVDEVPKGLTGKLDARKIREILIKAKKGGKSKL
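qHTS concentration-response profiling: light output of P. pyralis luciferase with luciferin and 10 uM ATP, imidazole buffer pH 7.2. Read by luminescence after 8-min room-temperature incubation.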
USP2a inh – blocks human ubiquitin-specific protease USP2a; O75604; USP2a enzymatic assay, qHTS inhibition; Potency, µM (top dose mostly 38.3 µM), for inactives: at the top dose activity change, negative = inhibition, usual class: inhibitors; hit rate 0.1% among 60,000;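 note: potency is the fitted concentration of half-maximal effect; nearly all actives have a fitted effect of over 60% in size; plate controls were DMSO for no effect and NEM full inhibition control for full effect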
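Inhibition is measured in a cell-free coupled assay with 20 nM USP2 core, 20 nM Ub-PLA2 and 20 uM NBD C6-HPC, 2.5 h incubation. Activity normalized to NEM control.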
BRCT PPI green – BRCA1 BRCT-phosphoprotein interaction inhibition; BRCA1 BRCT-phosphopeptide binding, green fluorescence polarization; P38398; Potency, µM (highest dose often 76.9 µM), for inactives: top-dose activity change, negative = inhibition, hits mostly inhibitors; hit rate 0.05% among 75,000;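 note: potency is the fitted concentration of half-maximal effect; plate controls were peptide without protein for full effect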
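Fluorescence polarization: His-tagged BRCT (~35 kDa BRCA1 C-terminus, 250 nM) bound to 100 nM fluorescein-labeled phosphorylated 10-aa BACH1 peptide, pH 7.3 phosphate buffer with DTT and Tween 20. Compounds incubated 12 min at room temperature; inhibition read as lowered polarization.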
Casp7 inh – allosteric or competitive inhibitors of human caspase-7; P55210; recombinant caspase-7, Ac-DEVD-AFC fluorescence rate; Potency, µM (highest dose often 57.5 µM), for the others: top-dose activity change, negative = inhibition, hits mostly inhibitors; hit rate 0.02% among 75,000; AID 889; active = well fitted inhibition curve with a large enough effect in the main read-out, with a control signal flat, not every such curve was filed as active; inconclusive = small, poorly fitted or top-dose-only effect, or a change in a side signal; note: potency is the fitted concentration of half-maximal effect; % of control where 0% means no effect
* = called active by the depositor; i = inactive; ? = inconclusive; / = not tested or not shown; [ ] = another dose, or the depositor's remark. Unless noted, calls come from the whole dose curve; as a rule, active = well fitted curve in the direction sought with a large enough effect; inconclusive = small, poorly fitted or top-dose-only effect, or another doubt; inactive = no such curve, though single readings can be large; an effect the other way counts as inactive or inconclusive. Rows were taken by chance; overall some 16% were active at least once.

SMILES | HEK293 cAMP cs | Casp1 inh | A350 fluor | CRE-bla Fsk | BRCT inh red | ERK AVP inh | Tau filament bind | FLuc inh | USP2a inh | BRCT PPI green | Casp7 inh
COc1ccc(N2CCN(CCNC(=O)c3ccc(NC(=O)C4CCCO4)cc3)CC2)cc1 (stereo unspecified) | -4.5% | 1.8% | i | -5.6% | -0.4% | 1.8% | -6.0% | 0.0% | 4.5% | -2.1% | 0.8%
CCN(CC)C(=O)CC(c1ccc(F)cc1)c1ccco1 (stereo unspecified) | ? | -1.6% | i | -15.2% | -0.5% | -6.6% | 0.0% | 3.1% | 16.8% | -0.8% | 0.5%
CCOC(=O)c1[nH]c(C)c(C(=O)Nc2ccccc2C)c1C | 11.6% | -0.2% | / | 10.6% | 0.7% | -18.2% | 1.1% | -6.9% | / | -1.2% | -0.3%
CCCC[C@@H]1C[C@H]1C(NC(=O)c1ccco1)c1ccc(Cl)cc1 (stereo partly specified) | 15.8µM* | 0.6% | / | -6.7% | -3.7% | 5.7% | -6.8% | / | / | -1.9% | -3.7%
COC(=O)c1ccc(C2C(C(C)=O)=C(O)C(=O)N2CCO)cc1 (stereo unspecified) | -1.6% | -1.5% | i | -1.1% | -0.5% | 21.3% | 7.1% | 2.2% | -2.3% | -0.2% | 3.8%
Cc1ccc(N2CCN(C(=O)c3ccccc3F)CC2)c(C)c1 | ? | -2.7% | / | -8.4% | -3.2% | / | -21.5% | 0.9% | / | -1.5% | -2.7%
CCOC(=O)Cc1csc(NC(=O)CC)n1 | -7.0% | -1.3% | / | 4.1% | 0.8% | -3.1% | 2.5% | 0.5% | 0.3% | 0.1% | -0.2%
CCc1c(C(=O)NCc2ccc3c(c2)OCO3)[nH]c(C)c1C(C)=O | 13.7% | 1.5% | i | ? | 0.2% | 6.2% | -3.4% | -1.3% | 11.2% | 5.7% | 1.1%
Cc1cc(NS(=O)(=O)c2ccccc2)no1 | 1.4% | -2.0% | / | 1.6% | 0.3% | 12.4% | -0.1% | 2.1% | / | -4.1% | 1.5%
COCCCn1c(=O)c2ccccc2c2ccccc2c1=O | 6.3% | 0.9% | ? | ? | 0.0% | 10.4% | -5.2% | 3.7% | 4.4% | -0.3% | 0.5%
CCNc1nc(SC(C(C)=O)C(C)=O)nc(N(C)C)n1 | 1.5% | 2.2% | i | 1.9% | 0.7% | 13.3% | 2.6% | -0.2% | 9.7% | -1.2% | 0.1%
CCOC(=O)C1CCCN(Cc2cc(OC)c(O)c(OC)c2)C1 (stereo unspecified) | 3.4% | -0.7% | / | / | -0.7% | / | / | / | / | 0.3% | -1.6%
CCCCn1c(SCc2ccc(C(=O)OC)o2)nc2cc(S(N)(=O)=O)ccc21 | ? | -1.1% | i | 13.6% | 0.4% | -29.4% | 8.8% | -0.8% | -0.5% | -2.2% | -0.6%
COc1ccc(C(=O)NCCn2cc(SCC(=O)NCc3ccco3)c3ccccc32)cc1 | 13.0% | -4.1% | i | ? | 1.5% | 18.6% | -2.8% | -23.1% | 37.3%[activator] | -1.5% | -0.5%
FC(F)(F)c1ccccc1-c1nc(N2CCOCC2)c2ccccc2n1 | 1µM* | -2.1% | i | ? | -0.5% | -4.9% | 7.9% | 1.2%[2.29 µM] | 10µM* | 0.0% | -26.9%
CCOc1ccccc1NC(=O)COc1cccc(-n2cnnn2)c1 | ? | 0.5% | i | -0.7% | -0.4% | -28.9% | 114.8% | -0.9% | 10.0% | -1.9% | -0.2%
COCCNc1ncncc1-c1c(C)noc1C | ? | -3.2% | i | 3.3% | 1.6% | -3.0% | 7.6% | 0.3%[2.29 µM] | -18.7% | 0.8% | -4.4%
COCCNC(=O)c1csc2c1CCCC2 | 3.3% | 3.2% | i | 8.9% | -0.9% | 11.9% | 0.7% | -1.1% | -4.2% | -7.5% | -2.0%
CCOC(=O)Cn1ncc2c(=O)oc3ccccc3c21 | 5.1% | -1.0% | i | ? | -0.6% | -6.6% | -7.0% | 2.9% | 2.2% | -1.0% | 1.3%
N#CCCn1c(=O)cnc2cnc(Nc3ccccc3)nc21 | 21.4% | -4.4% | ? | ? | 0.6% | -16.6% | -7.5% | 0.9%[11.4 µM] | -7.1% | 1.1% | -2.8%
CC(C)n1nnnc1SCC(=O)NCc1ccco1 | 5.3% | -2.0% | i | 1.0% | -0.5% | 1.2% | 13.5% | 1.1% | ? | 0.7% | -3.3%
COc1ccc(-n2c(Cc3cccn3C)nnc2SCC(=O)NCCc2ccccc2)cc1 | 8.4% | -0.9% | i | -10.5% | -1.5% | 20.0% | 10.0% | 1.4% | 7.3% | -3.0% | 0.9%
CCc1ccc2[nH]c(=O)c(CN(CCN(CC)CC)C(=O)Nc3ccccc3OC)cc2c1 | 16.5% | -0.5% | ? | -0.7% | 0.1% | 6.0% | 49.4% | 1.5% | 13.5% | -1.6% | 7.9%
Cc1sc(NC(=O)CSc2nc(N)n(CC(=O)c3ccccc3)n2)c(C#N)c1C | 0.8% | 0.5% | i | 5.01µM* | 0.1% | 5.1% | 6.3% | -20.7% | 43.2%[activator] | 2.1% | -1.8%
Cn1nc(CC(=O)N2CCN(c3ccccc3)CC2)c2ccccc2c1=O | 14.0% | -2.5% | i | -1.8% | -0.3% | -17.9% | 2.0% | -0.3% | 5.9% | -0.8% | -0.5%
CC(C)NC(=O)c1cc(C(=O)c2cc(Cl)ccc2O)coc1=N | -11.3% | -1.9% | 8.81e-08M* | -22.7% | -3.1% | ? | -21.8% | 0.1% | 20.6% | -2.5% | -6.1%
COC(=O)C1=C(C)Nc2nnnn2C1c1cc(OC)ccc1OC (stereo unspecified) | -0.5%[11.4 µM] | -1.7% | / | ? | 1.1% | -17.6% | 7.7%[11.4 µM] | -1.2% | 1.1%[7.66 µM] | -0.6% | 0.9%
CC1CN(c2nc3c(c(=O)n(Cc4ccc(Cl)cc4)c(=O)n3C)n2C)CC(C)O1 (stereo unspecified) | 19.4% | -1.9% | i | 14.6% | -0.1% | -21.4% | 7.5% | -3.8% | 14.3% | -2.1% | -0.9%
O=C(Nc1cccc(C(F)(F)F)c1)c1cc(S(=O)(=O)N2CCCCC2)ccc1N1CCOCC1 | -4.2% | -4.0% | ? | ? | -2.6% | -7.9% | 6.4% | 2.2% | 12.8% | -1.6% | -0.7%
Cc1cc(NC(=O)CCC(=O)N(CC(=O)NC2CCCC2)Cc2ccccc2Cl)no1 | 20.8% | -1.9% | i | -9.2% | 0.6% | -6.2% | -8.5% | 1.0% | / | 0.9% | 0.1%
CN(C)c1ccc2c(O)cc(=O)n(C)c2c1 | 16.3% | -7.3% | 1.1e-07M* | 15.2% | -0.2% | 6.2% | ? | -0.8% | 2.3% | -2.0% | -9.1%
CCCCNC(=O)C1CCCN1C(=O)Nc1cccc(OC)c1 (stereo unspecified) | -7.8% | 2.8% | i | -11.6% | 1.1% | -14.1% | 2.4% | 1.0% | 4.3% | -1.8% | 0.1%
COc1ccc(CCNC(=O)NC(C(F)(F)F)C(F)(F)F)cc1OC | -2.1% | -0.2% | i | -1.4% | 0.5% | 0.8% | 4.8% | 1.8% | 7.9% | -1.9% | 0.1%
COc1ccc(NC(=O)CN2CCN(c3ccccc3F)CC2)cc1 | ? | -1.0% | ? | -13.4% | -1.2% | -0.1% | -10.0% | 4.4% | -10.5% | -1.9% | -0.5%
COc1ccc(S(=O)(=O)N2CCN(c3ccc4nnc(-c5ccc(F)cc5)n4n3)CC2)cc1 | 3.9% | -2.8% | / | ? | -1.4% | 3.4% | i | 0.6% | / | 1.0% | -4.6%
CC1=CC(C)(C)Nc2ccc(CSc3ccccc3)cc21 | 7.4%[11.4 µM] | -1.8%[11.5 µM] | ? | 6.0%[7.6 µM] | -1.3%[15.4 µM] | -11.8%[11.5 µM] | -16.7%[11.4 µM] | 1.5%[11.4 µM] | / | -0.5%[15.4 µM] | 0.3%[11.5 µM]
CN1CCN(C(=O)C2(NC(=O)Nc3cccc(F)c3)CCCCC2)CC1 | 10.9% | -2.5% | i | -7.5% | -1.0% | 2.2% | -11.4% | 1.8% | 0.5% | -1.6% | -0.6%
Cn1c(Cc2csc(N)n2)nnc1SC/C=C/c1ccccc1 | 22.6% | -6.4% | i | -16.7% | 0.8% | ? | 3.8% | -1.8% | 36.2%[activator] | 9.7% | -17.5%
CCN(CC)S(=O)(=O)c1ccc(Nc2cc(C)nc3ncnn23)cc1 | -1.2% | 2.9% | ? | ? | -1.6% | -18.3% | 8.6% | -2.3% | 3.3% | -1.8% | -2.5%
CC(C)CN1CC[C@@]2(CCCN(C(=O)c3cc(C(F)(F)F)cc(C(F)(F)F)c3)C2)C1 | 12.3% | -0.3% | i | -9.4% | 0.1% | 12.1% | -18.8% | 1.0%[11.4 µM] | 120.1%[activator] | -0.8% | -2.9%
O=C(Nc1ccc(F)cc1)C1CCCN(S(=O)(=O)c2cccc3cccnc23)C1 (stereo unspecified) | 1.5% | -4.8% | / | -1.7% | -0.2% | ? | -6.1% | 1.7% | / | -1.9% | 1.2%
